MEX-5 binding: MEX-5 zinc finger RNA-binding disruptors – biochemical, C. elegans, fluorescence polarization, MLPCN library, primary screen; activity score (negative = inhibition of binding), % at 10 µM; Zinc finger protein mex-5 (Caenorhabditis elegans), Q9XUB2; 300,000 tested, 0.38% active; MEX-5/FITC-TCR2 RNA binding; stronger effect = lower value; AID 1832, 2009;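 active = inhibition past about -25% in most replicates, and total fluorescence under double the plate's negative control median, limit read from the data; inconclusive = replicates evenly split on the limit, or fluorescence at least double controls; inactive = too little inhibition in most replicates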;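 also: 0% = DMSO and -100% = 5 µM competing unlabeled TCR2 RNA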
PME-1 primary: PME-1 inhibitors via competitive probe labeling, primary screen, biochemical, fluorescence polarization, FP-Rh probe, HTS; inhibition, % at 5.9 µM; 320,000 tested, 0.53% active; Protein phosphatase methylesterase 1 (Homo sapiens), Q9Y570; recombinant PME-1;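 active = inhibition above the campaign mean of all compounds plus 3 SD, cut at about 26% in these data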;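 also: competitive labeling of PME-1 active site by serine hydrolase directed probe; 0% = PME-1 with DMSO and 100% = wells lacking PME-1 enzyme; inhibitors block probe labeling so polarization falls and inhibition rises; many of its hits are not listed in these tables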
Fam108B inh: mouse Fam108B serine hydrolase inhibitors, primary screen, counter-screen for RBBP9 inhibitor project, biochemical, fluorescence polarization | recombinant Fam108B, FP-Rh probe fluorescence polarization | inhibition, % at 9.51 µM | 300,000 tested, 0.33% active | AID 1947, 2009;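 active = inhibition above the screen mean inhibition plus 3 SD, computed separately per campaign, cut at about 18% in these data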;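 also: inhibitors lower polarization as less probe binds the enzyme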
GLD-1 TGE inh: GLD-1/TGE RNA complex disruptors, primary screen, biochemical, fluorescence polarization; purified GLD-1 + fluorescein TGE RNA; inhibition, % at 5.96 µM; 320,000 tested, 0.44% active; AID 2280, 2010;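 active = percent inhibition above a per-plate cutoff, the plate mean of test compounds plus 3 SD, cut at about 30% in these data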;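 also: 0% = DMSO wells with GLD-1 and probe and 100% = wells lacking GLD-1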
Target sequence (Q17339 whole entry, looked up): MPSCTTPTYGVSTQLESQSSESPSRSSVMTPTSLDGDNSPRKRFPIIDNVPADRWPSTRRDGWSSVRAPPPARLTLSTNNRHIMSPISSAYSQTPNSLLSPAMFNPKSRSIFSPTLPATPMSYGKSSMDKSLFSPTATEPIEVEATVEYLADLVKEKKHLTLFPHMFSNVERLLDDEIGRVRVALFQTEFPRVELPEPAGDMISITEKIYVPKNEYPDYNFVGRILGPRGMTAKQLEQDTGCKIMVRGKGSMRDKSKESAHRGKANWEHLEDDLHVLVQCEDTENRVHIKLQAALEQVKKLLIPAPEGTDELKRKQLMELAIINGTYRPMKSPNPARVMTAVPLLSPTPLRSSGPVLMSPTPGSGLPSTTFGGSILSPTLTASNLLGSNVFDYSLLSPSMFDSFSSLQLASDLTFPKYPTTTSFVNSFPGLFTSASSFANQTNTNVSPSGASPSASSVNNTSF
Bcl-xL primary: inhibitors of human Bcl-xL, primary screen, biochemical, fluorescence polarization, HTS; inhibition, % at 10.9 µM; 320,000 tested, 0.7% active; GST-Bcl-xL / FITC-Bim BH3 peptide fluorescence polarization;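 active = inhibition above the mean of all tested compounds plus 3 SD, cutoff set per campaign, cut at about 30% in these data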;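 also: 0% = DMSO wells and 100% = unlabeled Bim-BH3 peptide competitor; inhibitors lower millipolarization by displacing the labeled peptide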
AHR activator: AHR activators, primary screen, cell-based, luminescence, luciferase reporter, human; Aryl hydrocarbon receptor (Homo sapiens), P35869; AHR-responsive luciferase reporter cells; activation, % at 5 µM; 320,000 tested, 2.5% active; AID 2796, 2010; in the data active = activation above about 47%;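 also: 0% = vehicle wells and 100% = reference agonist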
pPAFAH FP inh: pPAFAH enzyme inhibitors, primary screen, biochemical, fluorescence polarization, human | recombinant pPAFAH, FP-rhodamine probe fluorescence polarization | AID 463082, 2010 | inhibition, % at 3.39 µM | Platelet-activating factor acetylhydrolase (Homo sapiens), Q13093 | 330,000 tested, 1.5% active;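 active = inhibition above the mean inhibition across the screen plus 3 SD, cut at about 25% in these data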;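 also: inhibitors block binding of the rhodamine activity-based probe so polarization drops; 0% = enzyme with DMSO and 100% = wells lacking pPAFAH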
Target sequence (Q13093 whole entry, looked up): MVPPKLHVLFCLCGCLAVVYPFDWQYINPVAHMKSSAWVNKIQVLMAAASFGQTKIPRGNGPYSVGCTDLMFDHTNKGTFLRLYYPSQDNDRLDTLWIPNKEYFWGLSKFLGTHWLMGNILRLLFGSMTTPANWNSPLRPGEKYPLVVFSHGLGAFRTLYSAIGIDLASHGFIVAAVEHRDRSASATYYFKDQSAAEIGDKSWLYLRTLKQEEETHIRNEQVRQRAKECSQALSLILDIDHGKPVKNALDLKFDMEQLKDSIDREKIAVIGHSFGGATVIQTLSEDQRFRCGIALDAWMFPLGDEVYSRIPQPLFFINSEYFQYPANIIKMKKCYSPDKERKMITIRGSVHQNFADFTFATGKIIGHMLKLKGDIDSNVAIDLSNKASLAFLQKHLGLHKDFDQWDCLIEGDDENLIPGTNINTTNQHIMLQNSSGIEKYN
PAFAH1B2 FP inh: PAFAH1B2 enzyme inhibitors, primary screen, biochemical, fluorescence polarization, human; Platelet-activating factor acetylhydrolase IB subunit alpha2 (Homo sapiens), P68402; recombinant PAFAH1B2, FP-rhodamine activity probe; inhibition, % at 3.39 µM; 340,000 tested, 1.2% active;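 active = inhibition above the mean of all tested compounds plus 3 SD, cut at about 24% in these data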;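 also: 0% = enzyme with DMSO and 100% = wells lacking PAFAH1B2; many of its hits are not listed in these tables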
MCL1 BIM primary: inhibitors of MCL1 binding to BIM-BH3, primary screen, biochemical, fluorescence polarization. Induced myeloid leukemia cell differentiation protein Mcl-1 (Homo sapiens), Q07820. GST-MCL1 / FITC-Bim-BH3 fluorescence polarization. inhibition, % at 10.9 µM. 320,000 tested, 0.68% active;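 active = inhibition above the mean inhibition of all tested compounds plus 3 SD, set per campaign, cut at about 40% in these data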;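 also: 0% = DMSO wells and 100% = unlabeled Bim-BH3 peptide control; higher means more loss of mP so more displacement of Bim peptide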
Numbers without * were called inactive; ? = inconclusive; / = not tested or not shown; + = active, no number.

SMILES	MEX-5 binding	PME-1 primary	Fam108B inh	GLD-1 TGE inh	Bcl-xL primary	AHR activator	pPAFAH FP inh	PAFAH1B2 FP inh	MCL1 BIM primary
O=C(CCC(=O)NC1CCN(Cc2ccccc2)CC1)NCc1ccco1	-3.2	-9	0	-2	4	1	-1	2	11
COc1ccc2[nH]cc(S(=O)(=O)c3ccc(F)cc3)c(=O)c2c1	1.5	0	1	-2	4	1	-2	2	-1
CN(CCC#N)C(=S)NC(=O)c1ccc(S(=O)(=O)N2CCOCC2)cc1	-3.5	4	-1	0	0	1	0	0	8
COc1ccc(CNC(=O)COC(=O)c2cccn2C)cc1	/	/	/	1	/	0	7	2	/
CC(=O)c1cccc(S(=O)(=O)N2CCCC(c3nc(-c4ccc(C)o4)no3)C2)c1 (configuration not stated)	2.3	1	-4	0	3	0	3	5	5
CCCSc1ccc(-c2nn(-c3ccccc3)cc2/C=C(/C#N)C(=O)NCCCOC)cc1	0.0	-10	-5	2	3	2	-10	-1	7
Cc1c(C(=O)N2CCN(Cc3ccc4c(c3)OCO4)CC2)cccc1[N+](=O)[O-]	-0.2	-3	1	4	4	1	-3	0	2
Cc1ccc(O)c(NC(=O)CCC2CCCCC2)c1	0.7	-6	-6	7	4	-1	4	7	3
O=C(O)CSc1cn(Cc2ccccc2)c2ccccc12	0.6	0	-1	1	0	11	0	4	1
O=c1c(C(c2ccc(O)cc2)c2c(O)nc3n(c2=O)CCCS3)c(O)nc2n1CCCS2	-0.1	-7	1	-5	10	0	2	0	3
O=C(Nc1cccc(O)c1)C(Cc1ccccc1)N1C(=O)c2cccc3cccc(c23)C1=O (configuration not stated)	-4.4	-15	-21	-9	-2	37	-7	-9	-5
COCC(=O)N1CCC(Oc2ccc(C(=O)N3CCCCCC3)cc2)CC1	0.1	0	0	1	7	0	3	6	6
COC(=O)c1sccc1NC(=O)COc1ccc(Cl)cc1Cl	0.4	-13	-6	2	5	10	2	-1	7
N#Cc1cc2c(nc1SCC(=O)NCc1ccc3c(c1)OCO3)CCCCC2	0.6	-1	1	2	1	22	5	4	1
CC[C@@]1(O)C(=O)OCc2c1cc1n(c2=O)Cc2cc3c(CN(C)C)c(O)ccc3nc2-1	?	5	-1	+	+	-2	10	4	+
O=C(c1cc(COc2c(F)cccc2F)on1)N1CCCCCC1	0.0	-1	0	3	0	1	1	0	-3
O=C(/C=C/c1cccc(Cl)c1)OCc1cn2cc(Cl)ccc2n1	0.6	0	-2	5	8	6	2	-3	11
COc1ccc(/C=C/C(=O)O)cc1S(=O)(=O)NCc1ccco1	1.0	2	-2	7	3	2	5	2	6
CCC(C)(C)NC(=O)/C=C/c1cccs1	-1.0	2	0	2	3	1	-4	2	5
Cc1cccc(-n2c(-c3csc(C)c3)n[nH]c2=S)c1	-0.2	2	-1	4	-9	0	-3	2	-23
CNS(=O)(=O)c1cnccc1N1CCN(c2cccc(Cl)c2)CC1	0.8	-3	-1	2	1	9	6	5	-3
CC(=O)C1=NOC2C(=O)N(c3ccc(Cl)cc3)C(=O)C12 (configuration not stated)	2.4	-8	2	-4	1	3	8	6	0
CCCc1cc(=O)[nH]c(SCC(=O)N2c3ccccc3CC2C)n1 (configuration not stated)	/	/	/	6	/	1	4	14	/
O=c1oc2ccccc2cc1-c1nc2c(s1)CCCC2	1.1	-7	1	10	4	95*	2	-1	12
O=C(CN1C(=O)NC2(CCCC2)C1=O)Nc1ccc(F)c([N+](=O)[O-])c1	1.7	-1	-3	-6	-10	-1	3	6	-27
Cc1nnsc1Sc1ccccc1	1.0	-3	-2	-3	-3	-2	-2	5	0
CC1CCc2cccc3c2N1c1cc(C#N)c(C#N)cc1O3 (configuration not stated)	-0.8	6	-1	27	29	-1	3	4	24
COc1cc(C(=O)NCC(c2ccc(F)cc2)N2CCOCC2)ccc1OCc1ccccc1Cl (configuration not stated)	1.4	-3	-2	2	3	-1	7	4	0
COc1ccc(-c2cc(C(=O)N3CCCCCC3)no2)cc1OC	0.8	-9	1	4	2	9	-1	4	3
CCn1ncc(Br)c1C(=O)Nc1ccc(-c2ccno2)cc1	-3.4	0	2	5	-3	7	9	1	-2
COc1ccc(OC)c(CCNC(=O)c2nn(C)c3c2CS(=O)(=O)c2ccccc2-3)c1	-2.0	1	0	2	7	5	-1	2	4
CCOc1ccc(C(=O)NCC(=O)OCC(=O)c2ccc3c(c2)-c2ccccc2C3)cc1	-1.7	-21	-12	-2	-4	-5	1	3	-5
Cc1noc(C)c1NC(=O)N(C)C[C@H]1Oc2c(NC(=O)C3CC3)cccc2C(=O)N([C@H](C)CO)C[C@@H]1C	/	/	/	4	/	-1	3	9	/
Cc1[nH]c2ccc(S(N)(=O)=O)cc2c1C	-0.4	2	-5	-5	6	-5	2	0	1
COC(=O)c1ccccc1NC(=O)CSc1ncn[nH]1	2.2	2	6	8	-3	2	0	0	2
C/C(=C\C(=O)c1ccc(Cl)cc1)NCc1ccc2c(c1)OCO2	2.2	-14	2	0	-18	34	-3	-5	-32
c1ccc(-c2nnc(SCC3CCCO3)nc2-c2ccccc2)cc1 (configuration not stated)	/	-3	-4	1	3	5	-2	6	0
O=C(NCC1CC1)c1cc(-c2ccccc2)nn1CC1CC(c2cccnc2)=NO1 (configuration not stated)	1.3	9	-2	-5	-4	-3	-1	6	-6
Cc1cc(C(=O)Nc2ccc(S(=O)(=O)N3CCOCC3)cc2)ccc1[N+](=O)[O-]	-1.3	-7	-3	4	2	2	-1	3	2
O=C(NCCCN1CCOCC1)C1Nc2ccc(OC(F)(F)F)cc2C2C=CCC12 (configuration not stated)	-3.2	1	4	-6	6	3	7	-3	17
COc1cc(/C=N/NC(=O)c2ccc3c(c2)OCCO3)cc(Cl)c1O	-1.3	10	0	6	-5	0	2	-2	-5
COc1ccc(Cc2nnc(NC(=O)Nc3ccc(C)cc3)s2)cc1OC	-1.6	7	-13	-1	8	13	2	0	7
CN(C)/C=C/C(=O)c1ccc(Oc2ccccc2)cc1	2.0	3	3	-13	-8	0	12	-2	-9
CCN(C[C@H]1N[C@@](Cc2ccccc2)(C(=O)OC)[C@H]2C(=O)N(C)C(=O)[C@@H]12)C(=O)c1ccc(F)cc1	/	/	/	1	/	0	6	9	/
COc1ccc(/C=N/NC(=O)c2ccc(=O)[nH]n2)cc1OC	-3.8	-1	1	0	6	0	4	4	2

Limited to PME-1 primary, Bcl-xL primary and PAFAH1B2 FP inh, for some of the entries so far:
Structure	PME-1 primary	Bcl-xL primary	PAFAH1B2 FP inh
Cc1cc(C(=O)Nc2ccc(S(=O)(=O)N3CCOCC3)cc2)ccc1[N+](=O)[O-]	-7	2	3
O=C(NCCCN1CCOCC1)C1Nc2ccc(OC(F)(F)F)cc2C2C=CCC12 (configuration not stated)	1	6	-3

Remaining list, next part
SMILES	MEX-5 binding	PME-1 primary	Fam108B inh	GLD-1 TGE inh	Bcl-xL primary	AHR activator	pPAFAH FP inh	PAFAH1B2 FP inh	MCL1 BIM primary
COc1ccc(NC(=O)COC(=O)c2ccc([N+](=O)[O-])o2)cc1Cl	-0.1	1	-4	-4	-6	2	3	4	-11
Cc1cccc(C)c1OCC(=O)N(Cc1ccc(Cl)cc1)C1CCS(=O)(=O)C1 (configuration not stated)	0.2	5	3	-5	7	0	6	-3	7
CCOC(=O)C1(C)NC(c2cccc(C)c2)C2C(=O)N(c3ccccc3)C(=O)C21 (configuration not stated)	1.7	-9	-3	-1	8	1	-7	1	-9
O=C(Nc1cccc(C(F)(F)F)c1)C1CCCN(S(=O)(=O)c2cnc[nH]2)C1 (configuration not stated)	-3.4	0	-1	9	-3	4	0	4	0
Cc1ccc(C(=O)NCCN2CCOCC2)cc1	0.0	2	1	-8	-3	2	-6	-1	-8
CCCCC(=O)Nc1ccc(C(N)=O)cc1	1.3	-1	2	-8	-2	2	3	5	-2
O=c1oc2c(CN3CCN(CCO)CC3)c(O)ccc2cc1-c1ccccn1	-4.1	3	4	-2	16	2	3	-1	13
C=CCn1c(SCc2c(C(=O)OC)sc(N)c2C(=O)OC)nnc1-c1ccc(Br)cc1	-3.0	5	-2	-2	3	14	6	-6	-7
CN(CC(=O)Nc1cccc(F)c1)C(=O)c1sc2ccccc2c1Cl	/	2	/	-4	2	2	-2	1	-2
Cc1cc(C)nc(NC2=NCCN2C(=S)Nc2c(C)cccc2C)n1	1.0	-6	-2	0	-4	5	4	7	-2
CC1CCCCN1C(=O)Cn1c(=O)oc2ccccc21 (configuration not stated)	0.1	7	-3	6	3	0	3	7	1
COc1ccc(Br)cc1CNC(=O)C1CCN(C(=O)N(C)C)CC1	0.5	0	0	5	2	2	0	-2	4
CC(=O)NS(=O)(=O)c1ccc(NC(=O)c2ccc(Br)o2)cc1	-2.2	-3	-2	-5	5	2	-5	1	-4
Cc1cc(C)n(S(=O)(=O)c2ccc(Cl)c(Cl)c2Cl)n1	-0.8	11	3	3	3	0	4	4	-3
Cc1ccc(/C=C2\SC(=S)N(C3CCS(=O)(=O)C3)C2=O)o1 (configuration not stated)	-1.3	-1	5	1	5	-8	11	-7	14
CCC1Nc2ncnc(N3CCN(c4ccccc4)CC3)c2N(Cc2ccccc2)C1=O (configuration not stated)	/	/	/	1	/	0	3	5	/
CCCCCCCn1c(C)nnc1-c1cnn(C)c1N	0.2	-8	0	2	-2	70*	6	-1	6
C/C(=N\NC(=O)C1CC1)c1ccc(C)cc1C	1.5	1	0	0	3	3	6	4	3
O=C1Nc2ccc(Br)cc2C1=C1CCCCC1	-1.2	0	0	1	8	15	4	4	8
Cc1cc(C)cc(-n2c(C)cc(/C=N\NC(=O)COc3cccc4cccnc34)c2C)c1	1.6	3	4	2	-5	16	12	-2	4
CCCCc1ccc(NC(=O)CSC2=C(C#N)C(c3ccco3)C3=C(CCCC3=O)N2)cc1 (configuration not stated)	2.4	-52	-38	12	3	1	-14	2	-6
OCC1(Cc2cccc(Cl)c2)CCCN(Cc2cnn(-c3ccccc3)c2)C1 (configuration not stated)	-0.5	2	0	-1	3	2	2	4	-3
O=C(OCc1ccc([N+](=O)[O-])cc1)c1cc(=O)c2ccccc2o1	-1.2	3	1	-5	1	3	-3	-1	0
CCc1nnc(NS(=O)(=O)c2ccc(NCc3cc(Cl)ccc3O)cc2)s1	-2.7	-1	-1	2	5	-2	-6	2	4
CCc1cc(C(=O)Nc2nc(-c3ccccn3)cs2)sc1C	/	-1	/	-16	2	30	9	0	5
Cc1ccc(CNC(=O)c2ccc(N3CCC4(CC3)CC(c3cccc(Br)c3)=NO4)c([N+](=O)[O-])c2)cc1	2.2	-17	-12	11	3	0	4	-6	3
COc1ccc(CCNC(=O)c2ccc(Cl)cc2)cc1OC	-5.4	-4	5	1	7	0	3	2	1
N/C(Cc1ccc([N+](=O)[O-])cc1)=N\OC(=O)c1ccccc1F	3.6	2	-2	-7	2	-1	2	-2	1

From PubChem

This is a subset; the hit share may differ from the screen's.
